GSH bead fluor – compound fluoresces at 488/530 nm on GSH beads; GSH beads flow cytometry, compound fluorescence 488/530 nm; hits give high values; fluorescence (KMESF) at 10 µM; hit rate 0.25% among 190,000; in the data active = fluorescence above about 89;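 note: glutathione beads carrying GST-tagged Bcl family fusion proteins plus one bare bead set; values are compound well signal with DMSO vehicle wells as background; inactives centre near 16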
Bim-Bcl-2 – human Bim-Bcl-2 interaction inhibition | inhibition, % at 10 µM | Bead-based flow cytometry, Bim peptide-Bcl-2 binding | hit rate 0.06% among 190,000 | AID 950; in the data active = inhibition above about 40%; inconclusive = no clear call, values can overlap the other calls;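 note: 0% = no compound wells with probe peptide and 100% = reference peptide inhibitor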
ABCG2 inh – inhibitors of human ABCG2 transporter, ABCB1 counter-screen; Q9UNQ0; IgMXP3 cells, JC-1 efflux, flow cytometry; inhibition, % at 6.6 µM; hit rate 0.1% among 190,000;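 active = inhibition above 80%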;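 note: 0% = DMSO and 100% = nicardipine control wells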
Target sequence (Q9UNQ0 whole entry, looked up): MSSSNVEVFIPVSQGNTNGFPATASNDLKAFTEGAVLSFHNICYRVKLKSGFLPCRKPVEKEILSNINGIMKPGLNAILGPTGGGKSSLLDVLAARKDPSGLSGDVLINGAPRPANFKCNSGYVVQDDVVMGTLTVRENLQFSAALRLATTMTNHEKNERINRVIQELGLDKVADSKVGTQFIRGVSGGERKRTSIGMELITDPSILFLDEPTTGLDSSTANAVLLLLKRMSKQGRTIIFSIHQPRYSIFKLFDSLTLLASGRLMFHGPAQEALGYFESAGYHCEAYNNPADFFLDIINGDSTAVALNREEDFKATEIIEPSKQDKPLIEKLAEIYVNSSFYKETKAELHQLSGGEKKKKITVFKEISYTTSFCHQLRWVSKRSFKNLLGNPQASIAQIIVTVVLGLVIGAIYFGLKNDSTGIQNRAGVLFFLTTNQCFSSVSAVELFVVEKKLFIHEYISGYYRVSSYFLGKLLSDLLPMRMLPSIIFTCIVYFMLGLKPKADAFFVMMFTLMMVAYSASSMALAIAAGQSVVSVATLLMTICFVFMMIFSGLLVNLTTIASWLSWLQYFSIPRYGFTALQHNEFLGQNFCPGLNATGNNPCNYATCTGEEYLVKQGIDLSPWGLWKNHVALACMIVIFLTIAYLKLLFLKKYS
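Test system: IgMXP3 (ABCG2) plus far-red-tagged CCRF-Adr (ABCB1) cells. Reagent: JC-1 dye as substrate. Timing: 10 min exposure at 25 °C with rotation, no wash. Measured by: flow cytometric JC-1 green MFI at 530 nm. Read-out: percent efflux inhibition, scaled nicardipine 100% to DMSO 0%. Control set: nicardipine and DMSO wells.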
RGS4-Gao reg – human RGS4-Galphao interaction regulation | P09471 | AID 1415 | binding response (% of control), % at 10 µM | hit rate 0.33% among 220,000 | Multiplexed bead flow cytometry, RGS4-Galphao binding; actives lie on both sides; in the data active = binding response below about 49% or above about 150%; inactive = in between;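 note: fluorescent Galphao activated with aluminum fluoride binding bead-coupled RGS4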
Bim-Bcl-XL – human Bim-Bcl-XL interaction inhibition; Q07817; Bim peptide-Bcl-XL binding, bead flow cytometry, fluorescence; inhibition, % at 10 µM; hit rate 0.04% among 190,000; AID 1007
Target sequence (Q07817 whole entry, looked up): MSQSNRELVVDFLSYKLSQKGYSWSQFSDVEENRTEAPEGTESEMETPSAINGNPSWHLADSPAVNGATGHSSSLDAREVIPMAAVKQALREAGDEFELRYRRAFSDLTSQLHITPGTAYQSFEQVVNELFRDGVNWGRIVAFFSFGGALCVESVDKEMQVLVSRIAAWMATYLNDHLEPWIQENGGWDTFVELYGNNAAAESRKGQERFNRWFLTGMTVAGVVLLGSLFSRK
RGS7-Gao – human RGS7-Galphao interaction regulation; binding response (% of control), % at 10 µM; hit rate 0.35% among 220,000; Multiplexed bead flow cytometry, RGS7-Galphao binding; actives lie on both sides; P09471; AID 1439; in the data active = binding response below about 49% or above about 150%; inconclusive = no clear call, values can overlap the other calls; inactive = in between;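 note: fluorescent Galphao held in activated GDP-AlF4 state binding bead-coupled RGS7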
Bim-Bcl-W – disrupts Bim peptide binding to human Bcl-W; Q92843; bead-based flow cytometry; inhibition, % at 10 µM; hit rate 0.02% among 190,000; AID 952;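 note: 0% = bound tracer without compound and 100% = peptide blocker; higher means less fluorescent Bim peptide bound to Bcl-W beads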
Bfl-1 Bim block – inhibitors of Bim-Bfl-1 interaction, human; inhibition, % at 10 µM; Bead-based flow cytometry, Bim-Bfl-1 binding inhibition; hit rate 0.12% among 190,000; Q16548; AID 1008;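 note: 0% = wells without compound plus tracer and 100% = blocker peptide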
ABCB1 inh – blocks JC-1 efflux by human ABCB1 transporter; P08183; CCRF-Adr cells, flow cytometry; inhibition, % at 6.6 µM; hit rate 0.067% among 190,000; AID 1326; in the data active = inhibition above about 40%;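 note: 0% = vehicle and 100% = reference inhibitor; higher value means more JC-1 retained so stronger ABCB1 efflux block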
Avidin bead fluor – compound fluoresces at 488/530 nm on avidin beads; hit rate 0.38% among 220,000; compound fluorescence 488/530 nm, flow cytometry; hits give high values; fluorescence (KMESF) at 10 µM; in the data active = fluorescence above about 47; note: inactives centre near 10
Bcl-B Bim block – disrupts Bim peptide binding to human Bcl-B; bead-based flow cytometry; hit rate 0.073% among 190,000; inhibition, % at 10 µM; Q9HD36;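 note: 0% = tracer peptide without compound and 100% = reference inhibitor peptide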
Target sequence (Q9HD36 whole entry, looked up): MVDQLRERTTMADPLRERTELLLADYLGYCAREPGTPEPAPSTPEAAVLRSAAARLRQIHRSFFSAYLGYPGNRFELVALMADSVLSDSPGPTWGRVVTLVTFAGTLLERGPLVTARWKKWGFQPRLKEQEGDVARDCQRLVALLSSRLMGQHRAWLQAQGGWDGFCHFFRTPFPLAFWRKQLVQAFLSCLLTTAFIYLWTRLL
Active calls of the source: *; u = inconclusive; [ ] = dose if it differs, or a comment. Cut-off read from the data, not from the text of the source, unless noted: active = inhibition above about 40%. Hits appear at their usual frequency; about 1.3% have a hit in one of these screens.

SMILES	GSH bead fluor	Bim-Bcl-2	ABCG2 inh	RGS4-Gao reg	Bim-Bcl-XL	RGS7-Gao	Bim-Bcl-W	Bfl-1 Bim block	ABCB1 inh	Avidin bead fluor	Bcl-B Bim block
CCCS(=O)(=O)N1CCCC(C(=O)NCCCOC(C)C)C1 (stereo unspecified)	7	0	2	98	0	103	1	0	0.3	23	0
CCOc1ccc(C2=Nn3c(nnc3-c3ccc(OC)cc3)SC2)cc1	38	-10	13	103	7	104	2	-9	-0.4	11	-7
O=C(N[C@@H](Cc1ccccc1)C(=O)O)c1cccnc1	25	-7	0	104	-4	104	-4	-11	0.1	9	-9
CNc1nc(N)c(C(=O)C(C)(C)C)s1	16	4	0	73	1	77	3	4	0.3	14	2
C=CCNc1nc(-c2ccc(Cl)cc2)cs1	14	-1	7	99	0	100	-1	-2	0.5	11	-2
COc1ccccc1NC(=O)CSC1=NCCN1	7	0	-2	101	0	99	0	-1	-0.2	5	0
O=C(CCCOc1ccccc1)Nc1nc2ccccc2[nH]1	13	-1	1	99	-1	102	-3	-10	0.2	24	-7
C/C(Cc1ccccc1)=N\NC(=O)CCCCCC(=O)N/N=C(\C)Cc1ccccc1	24	-3	0	101	-5	101	3	-11	0.0	3	-4
CN1C(=O)c2oc3ccccc3c(=O)c2C1c1ccccn1 (stereo unspecified)	12	-5	3	99	-5	100	1	-6	0.8	10	-7
CC1CC1c1ccc(/C=C(\C#N)C(=O)Nc2cc(Cl)ccc2Cl)o1 (stereo unspecified)	14	13	1	102	23	104	18	27	0.0	6	8
O=C(NCc1ccccc1)c1cnc(-c2ccccn2)nc1C(F)(F)F	11	-4	3	106	-6	104	1	-5	0.5	9	-4
CCc1nc2scc(-c3ccccc3)c2c(=O)n1N	16	3	8	109	0	116	1	9	1.1	20	-6
CCC(C)OC1OC(CO)C(O)C(O)C1NC(C)=O (stereo unspecified)	11	4	1	102	0	102	0	0	0.1	8	0
COc1cccc(-c2cc(N3C(=O)Nc4ccccc4N3O)n[nH]2)c1	11	-9	-4	98	-8	100	-9	-9	-0.1	11	-10
CC(C)C(=O)NC(=S)/C=C1/N(C)c2ccccc2C1(C)C	14	-1	0	103	-3	102	2	0	-0.3	12	-25
Cc1ccccc1OCC(O)CN (stereo unspecified)	21	-7	-1	102	-5	105	-3	-18	0.4	27	-8
COC(=O)c1ccc(NC(=S)NC2CCc3ccccc32)cc1 (stereo unspecified)	18	0	3	105	0	104	-1	-5	0.1	11	-2
N#CC(C#N)=Cc1cccn1-c1ccc(C(=O)O)cc1	23	2	0	97	0	93	2	-7	0.6	9	1
O=S(=O)(NCCSc1nnc(-c2ccco2)n1-c1ccccc1)c1ccccc1	17	-5	3	99	-2	99	1	-3	0.9	9	-2
C1CCC(OCCN2CCN(CCOC3CCCCC3)CC2)CC1	16	-4	0	103	-2	105	0	-12	1.0	25	-5
CCN(CC)S(=O)(=O)c1ccc(C(=O)OCCN2C(=O)c3cccc4c(N5CCOCC5)ccc(c34)C2=O)cc1	17	-3	4	100	-6	96	-2	-1	0.0	5	-16
CC1(C)Cc2c(sc3nn[nH]c(=O)c23)CO1	6	5	0	95	-3	101	0	3	-0.1	8	0
O=C(Nc1ccccc1C(=O)Nc1ccc2c(c1)OCO2)c1cccs1	16	-1	1	99	-1	97	-4	-1	0.1	35	-2
CCN(CC)S(=O)(=O)c1cccc(NC(=O)c2cc(=O)[nH]c3ccccc23)c1	11	1	9	105	-1	102	3	8	0.4	7	1
CCOC(=O)c1sc2ccccc2c1NC(=O)c1coc2ccccc2c1=O	16	-2	18	99	-7	97	-4	-11	3.4	17	-9
Cc1ccc(S(=O)(=O)Cc2cccc(C(=O)N3CCOCC3)c2)cc1	29	-11	1	105	-22	102	-2	-12	0.3	12	-7
CCCNS(=O)(=O)c1ccc(OCC(=O)Nc2ccc3c(c2)OCCO3)cc1	16	-4	4	101	-2	98	-1	-3	0.4	9	-4
CCOC(=O)C(CC)Sc1nc(N)c(NC(=O)c2ccc(OC)c(OC)c2)c(=O)[nH]1 (stereo unspecified)	24	-6	1	101	-4	100	0	-6	0.4	7	-7
CCN(CCCNC(=O)CCn1c(=O)[nH]c2ccccc2c1=O)c1ccccc1	49	-7	2	100	6	99	1	-11	0.3	8	-4
CC(C)(C)NC(=O)NC(=O)CSc1cccc(C(F)(F)F)c1	11	-1	1	102	-4	103	-5	-11	-0.3	23	-4
NC(=O)[C@@H]1CCCNc2c(I)cc([N+](=O)[O-])cc2C(=O)N[C@@H](CO)C(=O)NCC(=O)N1	19	2	4	94	-4	97	0	0	0.8	10	-2
Cc1cc([N+](=O)[O-])ccc1-c1ccc(C2Nc3ccccc3C(=O)N2O)o1 (stereo unspecified)	20	0	7	93	0	100	-3	0	1.4	16	1
O=C(NCc1ccc(Cl)cc1)C(=O)N/N=C/c1ccc(Br)cc1	12	-1	-4	96	0	98	1	0	-0.7	16	-7
CC1Cc2ccccc2N1C(=O)CSc1nc2ccccc2o1 (stereo unspecified)	10	-1	3	101	0	100	-2	-2	0.5	21	-1
CC1(C)CC(=O)C2=C(C1)N(Cc1ccccc1)C(=O)C2(NC(=O)C(C)(C)C)C(F)(F)F (stereo unspecified)	13	-3	2	100	0	106	1	-1	1.2	28	0
CCOC(=O)C1=C(C)N(CCCCCC(=O)O)C(=O)NC1c1ccccc1OC(=O)c1cccs1 (stereo unspecified)	20	-2	8	103	-2	101	-3	-2	0.6	13	-4
Cc1cc(C)c(S(=O)(=O)NCC(=O)NCc2ccco2)c(C)c1	9	7	0	96	-2	94	-3	0	0.5	10	1
CCOc1ccc(-c2nnc(SCc3nnc(-c4ccccc4)o3)n2-c2ccccc2F)cc1	13	-1	7	93	-5	92	1	-2	2.2	30	-3
Cc1ccc(NC(=O)CN2C(=O)N/C(=C/c3cccn3-c3ccc(C(=O)O)cc3)C2=O)cc1	4	14	-7	26*	0	-13*	2	5	-1.0	-5	24
CC1(C)Cc2c(sc3[nH]c(=S)n(Cc4ccco4)c(=O)c23)CO1	36	-4	-6	91	-2	95	0	-1	1.8	8	1
Cc1ccc(N2CCN(S(=O)(=O)c3ccc4c(c3)n(C)c(=O)c(=O)n4C)CC2C)cc1 (stereo unspecified)	22	-3	-7	98	-8	97	-5	-2	-1.3	11	-7
Clc1ccc(OCCOCCN2CCc3ccccc3C2)c(Cl)c1	12	-4	2	101	-4	101	-4	0	0.5	11	-7
CNc1cc(Cl)nc(SC)n1	12	0	0	106	0	108	1	-5	0.7	6	-2
COc1ccc(NC(=S)N(CCN2CCOCC2)Cc2cc3cc4c(cc3[nH]c2=O)OCO4)cc1	11	1	6	105	4	u	3	6	1.2	11	1
CCOC(=O)C1=C(C)NC2=C(C(=O)C(C(=O)OCC)C(c3ccco3)C2)C1c1ccccn1 (stereo unspecified)	30	0	8	102	-1	101	-1	-1	0.9	10	0
COc1cccc(/C=N/NC(N)=S)c1OCc1cccc(Cl)c1	8	2	2	99	-2	106	1	5	0.2	11	-5
Cc1ccc(/C=C/C2=NN(Cc3ccccc3)C(=O)CC2)cc1	17	-3	1	100	-4	100	1	-11	0.1	9	-6
O=C(Nc1ccc2c(c1)CCC2)c1cccc(S(=O)(=O)N2CCN(c3ccc(F)cc3)CC2)c1	20	-3	-1	94	-1	95	-3	-2	-0.3	7	-2
O=C(O)C1CC=C(Cl)CC1C(=O)NCC1OCCc2ccccc21 (stereo unspecified)	40	-13	1	105	-13	107	-3	-17	0.3	15	-14
CC(C)(C)c1ccc(/C=C(\C#N)C(=O)NCCN2CCOCC2)cc1	18	-3	0	98	0	98	0	-2	0.2	12	0

Further results.
SMILES	GSH bead fluor	Bim-Bcl-2	ABCG2 inh	RGS4-Gao reg	Bim-Bcl-XL	RGS7-Gao	Bim-Bcl-W	Bfl-1 Bim block	ABCB1 inh	Avidin bead fluor	Bcl-B Bim block
O=C(Nc1nc2ccc(S(=O)(=O)N3CCCCC3)cc2s1)C1CCCO1 (stereo unspecified)	18	1	1	103	-3	100	-2	-1	0.2	8	-3
CCN(CC)S(=O)(=O)c1ccc(C(=O)OC2CCCCC2CN(C)C)cc1 (stereo unspecified)	3	5	2	104	5	103	9	4	1.1	4	3
CCOC(=O)c1c(C)nc(C)c(C(=O)OCC)c1-c1ccc(O)c(OC)c1	12	2	2	100	-2	97	-2	-2	0.9	6	-2
CCOC(=O)C1=C(N)OC2=C(C(=O)CCC2)C1c1ccccc1OCC (stereo unspecified)	34	-10	2	135	0	296*[activator]	0	-12	1.0	172*	-9
Cc1ccsc1CNC1C2CC3CC(C2)CC1C3 (stereo unspecified)	22	0	0	103	0	102	0	-5	-0.2	9	-1
O=C(O)c1ccc2c(=O)[nH]c(CCl)nc2c1	12	0	5	105	-2	u	-4	2	1.8	11	4
CCCCN(CCCC)C(=O)c1ccccc1NC(=O)CN1C(=O)c2ccccc2C1=O	8	-2	2	103	-6	102	0	-10	4.4	10	-2
O=C(CN1CCN(c2ccc(Cl)cc2)CC1)N1CCCC1	21	0	0	104	-3	102	-5	0	-0.1	13	-2
N#Cc1c(NC(=O)CSc2ncn[nH]2)sc2c1CCCCC2	46	-12	13	103	-8	97	3	-9	0.4	15	-8
O=C(N/N=C/c1ccc(O)cc1)c1ccc(COc2cc(Cl)ccc2Cl)o1	8	1	0	104	-1	103	-1	-1	-0.2	19	0

Whole records, looked up by structure.
Listed for `O=C(Nc1nc2ccc(S(=O)(=O)N3CCCCC3)cc2s1)C1CCCO1` (stereo unspecified) : GSH bead fluor = 18; Bim-Bcl-2 = 1; ABCG2 inh = 1; RGS4-Gao reg = 103; Bim-Bcl-XL = -3; RGS7-Gao = 100; Bim-Bcl-W = -2; Bfl-1 Bim block = -1; ABCB1 inh = 0.2; Avidin bead fluor = 8; Bcl-B Bim block = -3
Listed for `CCOC(=O)C1=C(N)OC2=C(C(=O)CCC2)C1c1ccccc1OCC` (stereo unspecified) : GSH bead fluor = 34; Bim-Bcl-2 = -10; ABCG2 inh = 2; RGS4-Gao reg = 135; Bim-Bcl-XL = 0; RGS7-Gao = 296*[activator]; Bim-Bcl-W = 0; Bfl-1 Bim block = -12; ABCB1 inh = 1.0; Avidin bead fluor = 172*; Bcl-B Bim block = -9

New compounds follow.
SMILES	GSH bead fluor	Bim-Bcl-2	ABCG2 inh	RGS4-Gao reg	Bim-Bcl-XL	RGS7-Gao	Bim-Bcl-W	Bfl-1 Bim block	ABCB1 inh	Avidin bead fluor	Bcl-B Bim block
Cc1[nH]c2ccccc2c1C(=O)CN1C(=O)NC(C)(c2ccc(Cl)cc2Cl)C1=O (stereo unspecified)	12	-4	-5	102	-11	99	-7	-2	-0.7	9	-8
CC[C@@H](C)C(N)c1cn([C@@H](CCC(=O)O)C(=O)N2CCNCC2)nn1 (stereo partly specified)	22	0	1	104	-2	103	-5	-3	0.5	5	-3
O=C(COC(=O)c1ccc(Br)o1)NCc1cccs1	7	0	0	99	0	96	2	0	0.0	11	2
Cc1cc(C)c(C(=O)COC(=O)c2cc([N+](=O)[O-])ccc2NCCO)cc1C	16	-9	12	101	-5	103	-6	-12	0.5	9	-8
CCOC(=O)CNC(=O)CSc1ccc2nnc(-c3ccc(F)cc3)n2n1	10	-2	10	101	-4	101	0	-6	1.9	3	-5
Cn1c(=O)c2c(nc(N/N=C/c3ccco3)n2C)n(C)c1=O	9	8	1	91	19	88	16	0	0.3	7	13
CC1(C)CCCN(C(=O)c2coc(=O)c(Br)c2)C1	24	-6	0	101	1	101	0	-9	0.2	44	-5

Screens as filed in PubChem.
